Screens deposited in PubChem by National Center for Advancing Translational Sciences (NCATS).
Tau fluor cs: Counterscreen qHTS for Inhibitors of Tau Fibril Formation, Fluorescence Polarization. 280,000 tested, 0.93% active. tau K18 P301L Alexa594 fluorescence, heparin fibrillization. AID 1463, 2008. Potency, µM (highest dose often 57.7 µM), inactives show at the highest dose activity change, negative = decrease; also: % is scaled to controls: 0 for no effect and ±100 for the full control effect; nearly all actives have a fitted effect of over 55% in size
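Human tau K18 P301L (15 uM unlabeled, 0.24 uM Alexa 594-labeled) in 100 mM sodium acetate pH 7 with 20 uM heparin, 6 hr at 37 C. ThT 30 uM added, 1 hr ambient; Alexa 594 FP and total fluorescence read at 555/632 nm.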
Tau fibril ThT: qHTS for Inhibitors of Tau Fibril Formation, Thioflavin T Binding | Microtubule-associated protein tau (Homo sapiens), P10636 | recombinant tau K18 P301L, heparin-induced fibrillization, ThT fluorescence | Potency, µM (doses to about 57.4 µM), inactives show at the highest dose activity, negative = inhibition, hits mostly inhibitors | 270,000 tested, 2.1% active | AID 1460, 2008; also: % is scaled to controls: 0 for no effect and ±100 for the full control effect; nearly all actives have a fitted effect of over 55% in size
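Heparin-induced (20 uM) aggregation of recombinant human K18 P301L tau, 15 uM unlabeled with 0.24 uM labeled, pH 7 acetate buffer, 6 hr at 37 C with compound. Fibrils quantified by 30 uM ThT fluorescence after 1 hr ambient incubation.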
HTT cytoprotect: qHTS Multiplex Assay to Identify Dual Action Probes in a Cell Model of Huntington: Cytoprotection (ATP); PC12 HTT-Q103 induced, cytoprotection, ATP luminescence, 40 h; Potency, µM (series often up to 56.4 µM), for the others: cytoprotection (ATP increase), hits mostly activators; 230,000 tested, 0.14% active; AID 1471, 2008;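 also: % of control where 0% means no effect; nearly all actives have a fitted effect of over 45% in size; toxic huntingtin expression switched on by the ecdysone agonist tebufenozide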
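Rat PC12, Q103 Htt exon1-GFP fusion, ecdysone promoter; tebufenozide inducer 100 nM final; compound titration; qHTS, 1500 cells/well; ATPlite luminescent read.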
TexasRed fluor: Total Fluorescence Counterscreen for Inhibitors of the Interaction of Thyroid Hormone Receptor and Steroid Receptor Coregulator 2; TRb/SRC2 Texas Red total fluorescence interference; Potency, µM (doses to about 106 µM), for the others: top-dose fluorescence change, negative = quenching; 280,000 tested, 0.29% active; active = well fitted curve in either direction with a large enough effect; inconclusive = small, poorly fitted or top-dose-only effect; also: % is scaled to controls: 0 for no effect and ±100 for the full control effect
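Human TRβ ligand-binding domain (0.6 uM) and Texas Red SRC2 peptide (20 nM) in Tris buffer with 1 uM T3 and 5% DMSO were incubated with pinned compound for 5 hr at ambient temperature. Total fluorescence was computed as S + 2P (555/632 nm).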
Tau FP inhib: qHTS for Inhibitors of Tau Fibril Formation, Fluorescence Polarization; 280,000 tested, 0.39% active; AID 1468, 2008; K18 P301L tau heparin fibrillization, Alexa594 FP, 6 h; Potency, µM (series often up to 57.7 µM), for the others: at the top dose activity, negative = inhibition, usual class: inhibitors; also: % is scaled to controls: 0 for no effect and ±100 for the full control effect; nearly all actives have a fitted effect of over 55% in size
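Heparin (20 uM) drove fibril formation of recombinant tau K18 P301L, 15 uM unlabeled with 0.24 uM Alexa 594 label, for 6 hr at 37 C in 100 mM sodium acetate pH 7. Fluorescence polarization (555/632 nm) read 1 hr after 30 uM ThT.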
L3MBTL1 inh: qHTS Assay for the Inhibitors of L3MBTL1; AlphaScreen L3MBTL1–H3K9me1 peptide binding; Potency, µM (doses to about 57.1 µM), for the others: at the highest dose activity, negative = inhibition, hits mostly inhibitors; 230,000 tested, 0.66% active; also: % is scaled to controls: 0 for no effect and ±100 for the full control effect; nearly all actives have a fitted effect of over 60% in size
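Displacement of a biotinylated histone H3(1-15) peptide monomethylated at Lys9 (75 nM) from L3MBTL1 (50 nM) was measured by AlphaScreen after a 30 min room-temperature compound incubation; cefsulodin titration served as intraplate control.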
TRb SRC2 PPI: qHTS for Inhibitors of the Interaction of Thyroid Hormone Receptor and Steroid Receptor Coregulator 2; TRbeta-SRC2 peptide binding, fluorescence polarization; receptor liganded with 1 µM T3; Thyroid hormone receptor beta (Homo sapiens), P10828; Potency, µM (highest dose often 106 µM), for inactives: top-dose activity change, negative = inhibition, actives largely listed as inhibitors; 280,000 tested, 0.065% active;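 also: plate controls were bound peptide for no effect and peptide without receptor for full effect; nearly all actives have a fitted effect of over 50% in size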
Target sequence (P10828 whole entry, looked up): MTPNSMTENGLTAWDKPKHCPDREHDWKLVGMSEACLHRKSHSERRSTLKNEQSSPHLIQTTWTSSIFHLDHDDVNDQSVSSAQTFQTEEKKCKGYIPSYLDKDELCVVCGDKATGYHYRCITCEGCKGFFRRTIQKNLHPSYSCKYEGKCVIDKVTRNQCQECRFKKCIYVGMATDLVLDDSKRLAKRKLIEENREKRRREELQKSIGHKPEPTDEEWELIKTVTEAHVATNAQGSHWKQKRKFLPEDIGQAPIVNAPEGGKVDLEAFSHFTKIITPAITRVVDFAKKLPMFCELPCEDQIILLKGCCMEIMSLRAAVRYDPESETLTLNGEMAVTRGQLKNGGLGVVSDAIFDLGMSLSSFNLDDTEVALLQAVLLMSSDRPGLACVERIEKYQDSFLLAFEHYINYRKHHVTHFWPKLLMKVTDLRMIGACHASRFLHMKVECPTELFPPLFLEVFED
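Fluorescence polarization of 20 nM Texas Red SRC2 peptide with 0.6 uM human TRb ligand-binding domain, in Tris buffer with 1uM T3 and 5% DMSO. Incubated 5 hr ambient; normalized to unbound and bound controls.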
RECQ1 inh: qHTS Assay for Inhibitors of RecQ-Like Dna Helicase 1 (RECQ1); ATP-dependent DNA helicase Q1 (Homo sapiens), P46063; RECQ1 DNA unwinding, red fluorescence kinetic read; Potency, µM (series often up to 57.3 µM), inactives show at the highest dose activity, negative = inhibition, most hits filed as inhibitors; 240,000 tested, 0.54% active; AID 2549, 2010;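 also: plate controls were vehicle for no effect and no enzyme for full effect; nearly all actives have a fitted effect of over 30% in size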
Target sequence (P46063 whole entry, looked up): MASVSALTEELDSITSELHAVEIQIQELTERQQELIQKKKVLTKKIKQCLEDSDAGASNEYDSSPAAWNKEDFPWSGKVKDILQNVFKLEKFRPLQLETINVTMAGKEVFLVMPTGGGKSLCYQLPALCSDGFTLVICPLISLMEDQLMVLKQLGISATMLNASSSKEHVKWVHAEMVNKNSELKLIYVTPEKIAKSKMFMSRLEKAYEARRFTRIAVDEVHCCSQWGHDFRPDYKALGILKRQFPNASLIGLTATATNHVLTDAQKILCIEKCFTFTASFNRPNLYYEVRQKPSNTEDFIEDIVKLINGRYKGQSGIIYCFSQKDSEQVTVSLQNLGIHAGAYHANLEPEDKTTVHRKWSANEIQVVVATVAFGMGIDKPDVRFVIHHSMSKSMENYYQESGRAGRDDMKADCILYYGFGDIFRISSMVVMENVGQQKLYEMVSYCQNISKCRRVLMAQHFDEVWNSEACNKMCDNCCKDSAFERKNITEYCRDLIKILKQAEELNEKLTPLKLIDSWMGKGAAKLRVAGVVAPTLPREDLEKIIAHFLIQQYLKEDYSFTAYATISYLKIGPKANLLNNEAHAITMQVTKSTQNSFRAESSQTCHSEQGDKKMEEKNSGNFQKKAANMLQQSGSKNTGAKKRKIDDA
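RECQ1T1 50 nM; forked duplex (20 bp + 30-nt ss tails) 200 nM, ATP 2 mM final; pH 8.0, 2 mM MgCl2, 2.5 ug/ml poly(dI-dC); 15 min compound preincubation; discontinuous kinetic read over 2 h at RT.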
* = called active by the depositor; i = inactive; ? = inconclusive; / = no result given; & = joins results of further samples; [ ] = dose if it differs, or a comment. Unless noted, calls follow the shape of the dose curve; as a rule, active = well fitted curve in the direction sought with a large enough effect; inconclusive = small, poorly fitted or top-dose-only effect, or another doubt; inactive = no such curve, though single readings can be large; an effect the other way counts as inactive or inconclusive. Potency is read from the fitted curve at half-maximal effect. A portion of the library (hit frequency here may not be typical).

SMILES	Tau fluor cs	Tau fibril ThT	HTT cytoprotect	TexasRed fluor	Tau FP inhib	L3MBTL1 inh	TRb SRC2 PPI	RECQ1 inh
COC(=O)C(Cc1ccccc1)NS(=O)(=O)c1ccc(F)cc1Br (configuration not stated)	-13%	-5%	0%[10 µM]	0%&-1%&-1%	-12%	/	0%&8%&-2%	-1%&-8%
Cc1ccc(/C=C/C2=CC3(C)CC2(C)C(c2ccc(C)cc2)CC3=O)cc1 (configuration not stated)	-13%[11.6 µM]	-11%[11.5 µM]	-3%[10 µM]	1%[11.2 µM]	1%[11.6 µM]	/	9%[11.2 µM]	-7%[11.5 µM]
CN(CC(=O)NCc1ccc(Cl)cc1)S(=O)(=O)c1cccc2cccnc12	-8%	-3%	-13%	2%	2%	/	3%	-3%
COc1ccc(S(=O)(=O)NCc2cccn2Cc2cccc(C)c2)cc1Cl	?	?	/	-2%	-2%	/	-5%	/
CCOC(=O)c1[nH]c2ccccc2c1CCCN1C(=O)c2ccccc2C1=O	?	-1%	-13%	-1%	-17%	-6%	3%	-5%
CCn1c(SCC(=O)Nc2nc(C)c(C)s2)nnc1-c1ccco1	3%	3%	5%[10 µM]	2%	-5%	1%	4%	-4%
CC(=O)c1ccc2noc(-c3ccccc3)c2c1	-20%	-7%	12%[10 µM]	0%	3%[2.34 µM]	-5%	-6%	-1%
Cc1nc2ccc(C(C(F)(F)F)(C(F)(F)F)C(F)(F)F)cc2[nH]1	13%	7%	-24%[0.074 µM]	-1%	?	17%	6%	-1%
Cc1cc(Cl)ccc1NNC(=O)c1snnc1C	-14%	-14%	-15%[10 µM]	0%	-1%	7%	-3%	-2%
COc1cc(/C=C/c2nc(-c3ccccc3O)n[nH]2)cc(OC)c1OC	?	-14%	20%[10 µM]	-1%	?	9%	2%	-20%
CCOC(=O)N1CCC(N2Cc3cccc(C(=O)NCC4CCN(CC(C)C)C4)c3C2=O)CC1 (configuration not stated)	1%	3%	13%	2%	5%	/	-14%	-13%
COc1cc(NC(=O)c2cc3c(Cl)nc4ccccc4c3s2)cc(OC)c1OC	8.9µM*[quencher]	?	5%[10 µM]	-2%	8%	-2%	-5%	-4%
CCCCCn1ccc(=N)cc1	3%	4%	0%[0.074 µM]	1%	4%	-2%	7%	-3%
Cc1ccc(Cn2ccc(NC(=O)c3noc4c3CCc3ccccc3-4)n2)cc1	-17%	-11%	6%	3%	-6%	/	-20%	i
CC(Oc1ccc(Cl)cc1Cl)c1ccnc(N)n1 (configuration not stated)	-10%	-4%	-21%	2%	-1%	-1%	2%	-15%

Brought forward from above: three compounds, then new ones.
SMILES	Tau fluor cs	Tau fibril ThT	HTT cytoprotect	TexasRed fluor	Tau FP inhib	L3MBTL1 inh	TRb SRC2 PPI	RECQ1 inh
CCCCCn1ccc(=N)cc1	3%	4%	0%[0.074 µM]	1%	4%	-2%	7%	-3%
Cc1ccc(Cn2ccc(NC(=O)c3noc4c3CCc3ccccc3-4)n2)cc1	-17%	-11%	6%	3%	-6%	/	-20%	i
CC(Oc1ccc(Cl)cc1Cl)c1ccnc(N)n1 (configuration not stated)	-10%	-4%	-21%	2%	-1%	-1%	2%	-15%
CCOC(=O)c1c(NC(=O)c2nc(SCC)ncc2Cl)sc(C(C)=O)c1C	-13%	-5%	/	-55%	-2%	/	-5%	/
COC(=O)CSc1ccc2nnc(-c3ccc(F)cc3)n2n1	-2%	-12%	-19%	-5%	-7%	-6%	-6%	-3%
COc1cc(C)ccc1OCCSc1nc2ccc(NC(=O)c3ccc4c(c3)OCO4)cc2s1	?	?	/	?	?	/	1%	/
COC(=O)C1=C(C(=O)OC)[C@@H]2N(C)c3ccccc3[C@@]23C[C@@H](C(=O)OC)N(S(=O)(=O)c2ccc(OC)cc2)C3=N1	-3%[11.6 µM]	6%[11.5 µM]	-5%[10 µM]	-1%[11.2 µM]	5%[11.6 µM]	/	4%[11.2 µM]	-12%[11.5 µM]
Cc1cc(C)nc(NC(=S)Nc2cccc(Cl)c2Cl)c1	-7%	0%	-2%	-2%	-6%	0%[2.29 µM]	-4%	i
O=C(NCc1ccccc1Cl)NC(=O)c1ccccc1	10%	-9%	/	0%	12%	0%	1%	14%
CCCCOc1ccc(C2C(C(=O)Nc3ccccc3OC)=C(C)Nc3nnnn32)cc1OC (configuration not stated)	?	-10%	/	3%	-9%	/	0%	/
CCOc1ccc(NC(=O)N2CCC(N3CCCCC3)CC2)cc1	-5%	2%	/	1%	-3%	/	1%	/
Cc1ccc2c(CSc3nnnn3C)cc(=O)oc2c1	4%	3%	-35%[inhibitor]	-3%	-4%	3%[11.4 µM]	-6%	i
COn1c(=S)[nH]c2ccccc2c1=O	2%	-13%	-12%	-9%	11%	2%	3%	i
N#C/C(=C\c1ccc(Cl)cc1)c1nc(-c2ccco2)cs1	-6%	-7%	-12%[10 µM]	4%	-14%	8%	7%	0%
Cc1ccc(NC(=O)c2ccccc2F)nc1	7%	7%	4%[10 µM]	3%	8%	-8%	-4%	-7%
COc1ccccc1/C=C/C1(C(=O)NC2CCCC2)CC(=O)N1c1ccc(F)cc1 (configuration not stated)	-5%	-15%	-6%[1.9 µM]	1%	0%	7%	-1%	i
O=C(CSc1nc2scc(-c3ccco3)c2c(=O)n1-c1ccccc1)N1CCOCC1	-2%	-18%	-17%[0.074 µM]	-1%	-2%	-7%	-10%	i
Cc1ccc(Cn2cnc3c(nnn3Cc3ccc(Cl)cc3)c2=O)cc1	-14%	-9%	-17%	-1%	-6%	2%	-8%	-7%

Exported field by field: part of the list above
COC(=O)CSc1ccc2nnc(-c3ccc(F)cc3)n2n1
  Tau fluor cs: -2%
  Tau fibril ThT: -12%
  HTT cytoprotect: -19%
  TexasRed fluor: -5%
  Tau FP inhib: -7%
  L3MBTL1 inh: -6%
  TRb SRC2 PPI: -6%
  RECQ1 inh: -3%

COc1cc(C)ccc1OCCSc1nc2ccc(NC(=O)c3ccc4c(c3)OCO4)cc2s1
  Tau fluor cs: ?
  Tau fibril ThT: ?
  HTT cytoprotect: /
  TexasRed fluor: ?
  Tau FP inhib: ?
  L3MBTL1 inh: /
  TRb SRC2 PPI: 1%
  RECQ1 inh: /

COC(=O)C1=C(C(=O)OC)[C@@H]2N(C)c3ccccc3[C@@]23C[C@@H](C(=O)OC)N(S(=O)(=O)c2ccc(OC)cc2)C3=N1
  Tau fluor cs: -3%[11.6 µM]
  Tau fibril ThT: 6%[11.5 µM]
  HTT cytoprotect: -5%[10 µM]
  TexasRed fluor: -1%[11.2 µM]
  Tau FP inhib: 5%[11.6 µM]
  L3MBTL1 inh: /
  TRb SRC2 PPI: 4%[11.2 µM]
  RECQ1 inh: -12%[11.5 µM]

Cc1cc(C)nc(NC(=S)Nc2cccc(Cl)c2Cl)c1
  Tau fluor cs: -7%
  Tau fibril ThT: 0%
  HTT cytoprotect: -2%
  TexasRed fluor: -2%
  Tau FP inhib: -6%
  L3MBTL1 inh: 0%[2.29 µM]
  TRb SRC2 PPI: -4%
  RECQ1 inh: i

More compounds follow.
SMILES	Tau fluor cs	Tau fibril ThT	HTT cytoprotect	TexasRed fluor	Tau FP inhib	L3MBTL1 inh	TRb SRC2 PPI	RECQ1 inh
CCC(=O)Nc1cc(C(C)C)c(O)cc1C	4%	1%	1%[0.074 µM]	1%	4%	/	2%	-4%
Cc1ccc(C)c(N(C(=O)Cn2nnc3ccccc32)C(C(=O)NCc2ccco2)c2ccncc2)c1 (configuration not stated)	2%	-2%	-15%[10 µM]	1%	6%	/	5%	-2%
COc1ccc(CCNC(=O)CN(c2cc(C(F)(F)F)ccc2Cl)S(C)(=O)=O)cc1	-16%	-6%	/	-2%	-1%	/	-1%	/
COc1ccc(C(=O)N2CCN(Cc3cn[nH]c3-c3ccc(OC)cc3F)CC2)cc1	-4%	-6%	20%[10 µM]	-6%	-7%	-7%	-8%	i
Cc1c([N+](=O)[O-])c(C(=O)N2CCCC2)nn1C	-6%	-2%	-28%	1%	-4%	2%	-7%	i
O=C(NC(=S)NC1CCSC1=O)c1ccccc1F (configuration not stated)	-5%	-6%	6%[0.074 µM]	-1%	-6%	-13%	-5%	-5%
COc1ccc(N2CCN(C(=S)Nc3ccc(S(N)(=O)=O)cc3)CC2)cc1	-14%	-22%	8%[10 µM]	-2%	4%	-3%	10%	i
COc1ccccc1Nc1nc(N)nc(CN2CCC(C)CC2)n1	-9%	-5%	-25%	-5%	-8%	/	-11%	-3%
CC(=O)Nc1cc2c(nc1C)nc(C)n2Cc1ccc(Br)cc1	2%	2%	16%[1.9 µM]	-3%	-4%	-3%	5%	-6%
CCOc1ccccc1NC(=O)CN(c1ccc(C)cc1)S(=O)(=O)c1c(C)n[nH]c1C	?	-14%	6%[10 µM]	1%	-6%	/	10%	-8%

Part of the list above with just Tau FP inhib, TRb SRC2 PPI and HTT cytoprotect:
SMILES	Tau FP inhib	TRb SRC2 PPI	HTT cytoprotect
COc1ccc(CCNC(=O)CN(c2cc(C(F)(F)F)ccc2Cl)S(C)(=O)=O)cc1	-1%	-1%	/
COc1ccccc1Nc1nc(N)nc(CN2CCC(C)CC2)n1	-8%	-11%	-25%
